Phagocytosis inh: blocks phagocytosis by macrophages; J774A.1 macrophage IgG-bead phagocytosis, imaging; inhibition, % at 5 µM; AID 1029; 110,000 tested, 0.07% active;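 active means inhibition above the mean of the plate negative controls plus 5 SD, cut at about 13% in these data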;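 further: phagocytic index as fraction of beads internalized from green versus red external bead signal; plate controls were DMSO negative control for no effect and cytochalasin-D positive control for full effect; some results beyond the cut were filed as inactive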
Measles CPE: protection of cells from measles virus | Measles virus-infected cells, CPE protection, absorbance | protection (pct of control), % at 4 µM | 140,000 tested, 1.5% active | AID 841; in the data active means protection mostly above about 24%, no sharp cut-off; inactive means mostly below about 26%; further: some compounds called inactive have numbers as strong as hits
HCT116 PTEN-null: PTEN-deleted cell growth suppression; 140,000 tested, 1.2% active; AID 827; viability, % at 10 µM; HCT116 PTEN-null viability, CellTiter-Glo, 60 h; active compounds read low;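 active means viability at or below a set limit, 4 SD under the median of all tested compounds, cut at about 3.7% in these data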;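 further: PTEN knockout HCT116 line with beta catenin targeted HCT116 as companion control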
MRP1 act: activators of MRP-1 | H69AR cells + doxorubicin, viability rescue, CellTiter-Glo | viability increase, % at 10 µM | 140,000 tested, 0.61% active;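 active means viability gain under doxorubicin at or above a set limit, the compound median plus 3 SD, cut at about 4.7% in these data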;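 further: MRP-1 overexpressing cells given doxorubicin 25 µM after compound pretreatment; 18-22 h compound pretreatment then 72 h with doxorubicin before readout; 0% = doxorubicin-only wells and 100% = vehicle-treated cells without doxorubicin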
E-sel TNF inh: blocks E-selectin expression induced by TNF alpha. inhibition, % at 2 µM. AID 1246. HUVEC TNFa-induced E-selectin immunofluorescence, high content. 120,000 tested, 0.71% active;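 active means inhibition above the batch mean plus 3 SD, and confirmed as a hit on visual image review, cut at about 43% in these data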;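 further: 0% = TNF-stimulated DMSO wells and 100% = unstimulated control wells; not every result past the cut was called active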
BB579 growth dn: reduces growth of yeast BB579 in restrictive medium. inhibition, % at 10 µM. 140,000 tested, 0.51% active. S. cerevisiae BB579 growth, OD615, 48 h;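 active means inhibition above a set limit, 3 SD over the mean compound inhibition, cut at about 44% in these data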; further: inactives centre near -24
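Test system: Saccharomyces cerevisiae DeaD strain BB579, replicative lifespan model yeast | Buffer or medium: Restrictive CSMM-D medium | Doses: One dose, 10 µM compound with 0.25% DMSO | Incubation: 48 h exposure, 30 °C | Detection: Culture absorbance at 615 nm | Control set: Amphotericin B at 10 µg/mL as positive control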
GALR2 blocker: GALR2 (human) receptor antagonism. inhibition, % at 4 µM. 140,000 tested, 0.39% active. GALR2-expressing cells, antagonist mode; in the data active means inhibition above about 27%;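 further: cells stimulated with galanin 1-16 at roughly its EC80; 0% = agonist challenge control and 100% = basal control without agonist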
Target sequence (O43603 whole entry, looked up): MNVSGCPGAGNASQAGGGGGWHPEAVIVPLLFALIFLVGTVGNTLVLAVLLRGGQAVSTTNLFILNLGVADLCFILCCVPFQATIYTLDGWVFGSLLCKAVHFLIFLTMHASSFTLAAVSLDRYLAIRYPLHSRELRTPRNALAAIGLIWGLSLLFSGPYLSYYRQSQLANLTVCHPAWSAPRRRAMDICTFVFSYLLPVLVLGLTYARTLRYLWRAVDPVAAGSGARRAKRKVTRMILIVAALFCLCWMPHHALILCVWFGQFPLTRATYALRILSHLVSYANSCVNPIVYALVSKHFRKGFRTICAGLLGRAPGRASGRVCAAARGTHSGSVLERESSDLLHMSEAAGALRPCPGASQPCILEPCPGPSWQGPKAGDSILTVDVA
bCat KO growth: beta-catenin-lacking colon tumor cell growth suppression; HCT116 beta-catenin knockout viability, CellTiter-Glo, 60 h; active compounds read low; 140,000 tested, 1.5% active; viability, % at 10 µM;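 active means viability at or under a set limit, the compound median less 4 SD, cut at about 6% in these data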;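 further: 0% = Hyamine 1622 control at 20 µM and 100% = untreated cell control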
Yeast lifespan up: extends the lifespan of yeast; inhibition of the nicotinamide effect, % at 10 µM; AID 775; S. cerevisiae growth with nicotinamide, OD615; deaD strain in restrictive glucose medium; 130,000 tested, 0.68% active;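 active means inhibition above a set limit, placed 3 SD over the median of all compounds, cut at about 26% in these data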;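 further: 0% = nicotinamide-treated wells and 100% = cells grown without nicotinamide; some compounds called inactive have numbers as strong as hits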
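Assay system: engineered S. cerevisiae DeaD replicative-lifespan strain, galactose-grown log-phase cells; medium: restrictive CSMM-D dextrose medium; also added: nicotinamide, 1.5 mM, co-present with compound; schedule: 48 h compound exposure at 30 °C, humidified; detection: absorbance at 615 nm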
NPY Y2 blocker: NPY-Y2 (human) receptor antagonism; inhibition, % at 2.7 µM; P49146; 140,000 tested, 0.99% active; NPY-Y2 expressing cells, antagonist mode; AID 793; in the data active means inhibition above about 17%;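 further: 0% = vehicle with agonist challenge and 100% = reference antagonist with challenge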
Target sequence (P49146 whole entry, looked up): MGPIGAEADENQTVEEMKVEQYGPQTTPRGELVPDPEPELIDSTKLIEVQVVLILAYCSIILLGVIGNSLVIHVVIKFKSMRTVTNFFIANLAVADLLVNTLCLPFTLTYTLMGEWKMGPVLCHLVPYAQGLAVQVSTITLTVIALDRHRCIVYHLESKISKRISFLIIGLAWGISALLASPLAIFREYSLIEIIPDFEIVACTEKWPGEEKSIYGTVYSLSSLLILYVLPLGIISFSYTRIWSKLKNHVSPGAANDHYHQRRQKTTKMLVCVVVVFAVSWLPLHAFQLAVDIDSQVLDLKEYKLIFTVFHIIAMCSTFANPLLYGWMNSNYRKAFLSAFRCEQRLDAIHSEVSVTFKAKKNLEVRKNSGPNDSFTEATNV
* hit, by the source's call; · = not tested or not shown. This is a random part of the collection, and some 6.4% of all compounds hit somewhere here.

Start of the data: the first five records (preview)
nr	compound	Phagocytosis inh	Measles CPE	HCT116 PTEN-null	MRP1 act	E-sel TNF inh
1	COc1cc(-c2nc3ccc4ccccc4c3c3c2CCC3)ccc1O	-9	7	94	1.2	·
2	O=c1nc(-c2ccccc2)n(-c2ccc(Cl)cc2)[nH]1	-7	11	89	-2.0	-4
3	OCCSc1nc2ccccc2n1CCOc1ccccc1	0	2	79	0.4	3
4	O=C(c1ccc(F)cc1F)N1CCN(c2ncccn2)CC1	·	12	102	-0.9	-10
5	COc1cc(C2NC(=O)NC(c3ccccc3)=C2C(C)=O)ccc1OCC(=O)O (stereo unspecified)	-1	7	92	-1.2	28

nr	BB579 growth dn	GALR2 blocker	bCat KO growth	Yeast lifespan up	NPY Y2 blocker
1	85*	3	92	-9	3
2	-17	0	93	-1	1
3	-22	-13	80	-5	7
4	-5	7	110	-19	0
5	-10	0	92	0	1

All compounds of this part, from the start:
nr	compound	Phagocytosis inh	Measles CPE	HCT116 PTEN-null	MRP1 act	E-sel TNF inh
1	COc1cc(-c2nc3ccc4ccccc4c3c3c2CCC3)ccc1O	-9	7	94	1.2	·
2	O=c1nc(-c2ccccc2)n(-c2ccc(Cl)cc2)[nH]1	-7	11	89	-2.0	-4
3	OCCSc1nc2ccccc2n1CCOc1ccccc1	0	2	79	0.4	3
4	O=C(c1ccc(F)cc1F)N1CCN(c2ncccn2)CC1	·	12	102	-0.9	-10
5	COc1cc(C2NC(=O)NC(c3ccccc3)=C2C(C)=O)ccc1OCC(=O)O (stereo unspecified)	-1	7	92	-1.2	28
6	Cc1cc(NC(=O)CSc2nc(-c3ccc(Cl)cc3)cs2)no1	·	7	97	-1.6	-2
7	O=C(c1ccco1)N1CCN(C(=O)C2c3ccccc3Oc3ccccc32)CC1	7	10	74	-3.0	-41
8	CCN1C(=O)NC(c2cccnc2)C(C(=O)OC)=C1C (stereo unspecified)	-1	13	100	-1.3	·
9	CCCCCCn1c(SCC(=O)OC)nc2c1c(=O)[nH]c(=O)n2C	0	3	95	-0.9	-32
10	O=C(O)C1C2C=CC(C3CC23)C1C(=O)N1CCc2ccccc21 (stereo unspecified)	6	11	85	-1.8	-13
11	CCn1cc(C(=O)OCC(=O)NCc2ccc3c(c2)OCO3)c(=O)c2ccc(C)nc21	0	2	86	-2.7	12
12	O=C(CN1CCN(c2ccc(F)cc2)CC1)Nc1cc(C(F)(F)F)ccc1Cl	0	2	98	-1.8	·
13	Cc1ccc(NC2=C/C(=N\S(=O)(=O)c3cccs3)c3ccccc3C2=O)c(C)c1	·	4	1.3*	-8.2	32
14	Cc1sc2nc(Cc3ccccc3)[nH]c(=O)c2c1-c1ccccc1	0	6	97	-0.6	-6
15	COc1ccc(C(=O)SC2=NCCS2)cc1OC	-1	22	87	-0.8	-18

nr	BB579 growth dn	GALR2 blocker	bCat KO growth	Yeast lifespan up	NPY Y2 blocker
1	85*	3	92	-9	3
2	-17	0	93	-1	1
3	-22	-13	80	-5	7
4	-5	7	110	-19	0
5	-10	0	92	0	1
6	-16	-6	96	·	9
7	-9	10	75	-20	2
8	-5	6	99	-5	8
9	-41	4	98	-5	3
10	-12	9	94	-3	0
11	-14	2	92	1	6
12	2	-6	93	-3	3
13	-26	13	1.5*	·	-9
14	-68	-5	94	7	2
15	-13	-4	96	20	2

Following part:
nr	compound	Phagocytosis inh	Measles CPE	HCT116 PTEN-null	MRP1 act	E-sel TNF inh
16	CC1CC(=O)C2=C(C1)Nc1ccccc1N(C(=O)COc1ccccc1)C2c1ccco1 (stereo unspecified)	-2	7	86	-2.2	·
17	COCc1nnc(NC(=O)CCCOc2ccccc2OC)s1	0	8	88	0.1	·
18	COc1ccc(/C(C)=N/Nc2ccc(C(=O)O)cc2)cc1OC	-5	20	99	-0.2	·
19	COc1ccc(C2CC(c3ccccc3)=NN2C(=O)CSc2ncccn2)cc1 (stereo unspecified)	·	12	88	-0.9	0
20	Cn1c(SCC(=O)NCc2cccs2)nnc1-c1ccco1	-1	5	96	-1.5	2
21	Cc1cc(Nc2ccc3c(c2)OCCO3)n2ncnc2n1	-1	7	106	-0.6	·
22	O=C(Nc1nc(-c2ccccc2)cs1)C1CCCO1 (stereo unspecified)	-2	11	100	-0.7	-24
23	O=C(NCc1nnc(SCc2ccc(C(F)(F)F)cc2)n1-c1ccccc1)C12CC3CC(CC(C3)C1)C2	-12	6	17	-4.6	·
24	COc1cc2oc(=O)c(Br)c(C)c2c(OC)c1OC	0	2	115	-0.8	·
25	COc1nc(OC)nc(N2CCCCCC2)n1	·	2	97	-0.6	8
26	O=C(NC1CCCCC1)NC1(C(=O)NCCCN2CCOCC2)CCCCC1	-1	11	101	-1.3	14
27	CN1C(=O)C(CC(=O)Nc2ccc(F)cc2)N(CCCc2ccccc2)C1=S (stereo unspecified)	5	5	44	-6.3	1
28	COc1ccccc1N1CC(O)=C(c2nc3ccccc3s2)C1=N	0	5	68	-1.0	-7
29	Cc1cc(C)nc(SCc2ccc3nonc3c2)n1	1	15	75	0.4	-14
30	N#Cc1c(N)n(CCCN2CCOCC2)c2nc3ccccc3nc12	0	16	88	-3.9	·

nr	BB579 growth dn	GALR2 blocker	bCat KO growth	Yeast lifespan up	NPY Y2 blocker
16	3	1	88	-14	5
17	-46	-2	92	-11	1
18	-56	8	96	4	1
19	-20	1	85	-1	5
20	0	3	91	0	2
21	-5	0	86	9	2
22	-78	6	97	-20	2
23	-22	0	12	6	2
24	-54	3	105	-9	2
25	-10	-10	93	·	3
26	21	-6	98	-9	2
27	10	5	27	-15	2
28	-15	2	96	-15	-2
29	-1	2	86	-17	6
30	-52	1	77	-18	0

(further entries)
nr	compound	Phagocytosis inh	Measles CPE	HCT116 PTEN-null	MRP1 act	E-sel TNF inh
31	Cc1ccc(NC(=O)CCC(=O)NNC(=O)COc2ccccc2)cc1C	-2	5	101	-1.8	·
32	Cc1ccc(C)c(N2CCN(C(=O)c3ccc4nc(-c5ccco5)c(-c5ccco5)nc4c3)CC2)c1	-2	4	12	9.9*	18
33	CCc1cccc(CC)c1NC(=O)COC(=O)c1ccc(F)c(S(=O)(=O)N(CC)CC)c1	-19	7	93	-0.6	·
34	C/C(=N\NC(=O)c1ccccc1O)c1ccc(Br)s1	-4	22	85	2.3	-8
35	Cc1ccc(NC(=O)C(NC2CCCc3ccccc32)c2ccccc2)c([N+](=O)[O-])c1 (stereo unspecified)	-4	1	73	0.8	1
36	C=CCOC(=O)CCC(=O)Nc1cc(OC)nc(OC)n1	0	6	102	-1.6	2
37	COc1ccc(C(=O)NC(=S)NCCO)cc1Br	1	2	92	-2.8	5
38	O=c1[nH]c2cc3c(cc2cc1CN(Cc1nnnn1CC1CCCO1)C1CCCC1)OCO3 (stereo unspecified)	-1	5	87	-2.0	-15
39	Cc1cc(N/C=C\c2nnnn2-c2ccccc2)no1	-4	7	91	-0.1	·
40	CCCC(=O)C1=C(O)C(C(=O)OC)C(C)(C)CC1=N (stereo unspecified)	2	10	108	-1.2	·
41	O=S(=O)(c1ccc2nc(-c3ccco3)c(-c3ccco3)nc2c1)N1CCOCC1	-1	18	81	0.8	-18
42	CCn1c(Cc2ccccc2)nnc1SCC(=O)Nc1nnc(-c2ccccc2)s1	0	12	95	-2.5	-12
43	COc1ccc(-c2[nH]nc3c2C(c2ccc(OC(=O)N4CCOCC4)cc2)C(C#N)=C(N)O3)cc1 (stereo unspecified)	·	5	81	-1.5	-24
44	CCC(C)NC(=O)CSC1=Nc2ccccc2C2=NC(CC(=O)NCc3ccccc3)C(=O)N12 (stereo unspecified)	·	33	95	-1.7	-37
45	CCCOc1ccc(N2C(=O)CC(NNC(=O)c3ccc(COc4ccccc4)o3)C2=O)cc1 (stereo unspecified)	-7	4	96	-1.4	·

nr	BB579 growth dn	GALR2 blocker	bCat KO growth	Yeast lifespan up	NPY Y2 blocker
31	-31	17	99	1	5
32	-61	-4	8	0	4
33	-23	-3	91	-1	2
34	-29	13	68	0	-2
35	-43	15	81	1	7
36	7	-3	101	-13	4
37	12	-8	98	-21	10
38	-7	12	95	-20	3
39	-28	14	87	-9	0
40	-26	-7	101	-6	-1
41	-38	-3	84	-7	-1
42	-43	-11	89	-5	3
43	-1	1	74	-6	5
44	-22	-10	94	-6	2
45	-47	-5	86	2	0

The list goes on:
nr	compound	Phagocytosis inh	Measles CPE	HCT116 PTEN-null	MRP1 act	E-sel TNF inh
46	O=C(O)CSc1nnc(-c2ccncc2)n1Cc1ccccc1	0	7	102	-0.3	-13
47	Cc1cc(C)c2c(N)c(C(=O)NN3CC(=O)N(c4ccccc4F)CC3=O)sc2n1	-2	7	102	-1.4	25
48	COc1cc(C(Nc2ccc3c(c2)OCO3)C(=O)NC2CCCCC2)cc(OC)c1OC (stereo unspecified)	5	2	63	-0.9	-13
49	Cc1ccccc1N1CCN(Cc2c(C#N)c3ccccc3n2C)CC1	0	2	80	-2.0	44
50	COC(=O)C1C(=O)NC(SC)=C(C#N)C1c1ccccc1F (stereo unspecified)	·	4	93	-1.5	-11
51	C=CCOC(=O)C1=C(C)OC(N)=C(C#N)C1c1c(C)nn(-c2ccccc2)c1Cl (stereo unspecified)	0	20	98	-2.4	-2
52	CCOC(=O)C(NC(=O)c1ccccc1)(Nc1cc(C)on1)C(F)(F)F (stereo unspecified)	2	23	94	-1.1	11
53	COc1ccc(C2N(c3cc(C)on3)C(=O)C3CCCN32)cc1OC (stereo unspecified)	3	22	102	-0.9	16
54	CCN(CC)c1ccc(C=C(c2nnnn2-c2ccc(C)cc2)c2nnnn2-c2ccc(C)cc2)cc1	-11	8	86	-2.7	·
55	NC(=O)COC(=O)CNC(=O)c1ccc(Cl)cc1	3	2	102	1.9	2
56	O=C(c1ccc(CS(=O)(=O)Cc2ccc(Cl)cc2)o1)N1CCCC1	0	10	88	-0.9	·
57	CCCn1c(SCC(=O)c2cc(C)c(C)cc2C)n[nH]c1=O	-1	6	89	-0.9	0
58	CNC(=S)N/N=C/c1cn(Cc2ccc(F)cc2)c2ccccc12	-13	10	91	-4.1	16

nr	BB579 growth dn	GALR2 blocker	bCat KO growth	Yeast lifespan up	NPY Y2 blocker
46	-36	1	97	0	0
47	-22	6	90	2	1
48	-36	-1	65	-14	5
49	-19	-4	91	-12	3
50	-31	-4	97	-3	1
51	-54	4	113	-8	2
52	-33	-7	97	1	-1
53	-32	-3	102	-11	1
54	-29	8	82	7	1
55	-4	-5	95	-1	1
56	-29	-5	88	-1	1
57	-44	1	108	-20	-1
58	21	3	99	6	3

From PubChem BioAssay
